Screening results: PubChem, National Center for Advancing Translational Sciences (NCATS)
SMN2 splice enh: qHTS Assay for Enhancers of SMN2 Splice Variant Expression; 210,000 tested, 2.8% active; HEK293 SMN2-luciferase splicing reporter, luminescence, 30-36 h; Potency, µM (doses to about 46.1 µM), for inactives: at the top dose activity change, positive = activation, hits mostly activators; further: % of control where 0% means no effect; nearly all actives have a fitted effect of over 55% in size
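HEK293 cells carry an SMN2 minigene-luciferase reporter in which exon 7 inclusion puts luciferase in frame. Cells were seeded at 2000 cells/well, attached for 10-12 hours, then exposed to compounds for 30-36 hours at 37C before ONE-Glo luminescence.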
Tau ThT inhib: qHTS for Inhibitors of Tau Fibril Formation, Thioflavin T Binding; recombinant tau K18 P301L, heparin-induced fibrillization, ThT fluorescence; 270,000 tested, 2.1% active; Potency, µM (doses to about 57.4 µM), inactives show at the highest dose activity, negative = inhibition, most hits filed as inhibitors; Microtubule-associated protein tau (Homo sapiens), P10636; AID 1460, 2008; further: on the % scale 0 is the no-effect control and ±100 the full control effect; nearly all actives have a fitted effect of over 55% in size
Target sequence (P10636 561-689 P618L limits assumed): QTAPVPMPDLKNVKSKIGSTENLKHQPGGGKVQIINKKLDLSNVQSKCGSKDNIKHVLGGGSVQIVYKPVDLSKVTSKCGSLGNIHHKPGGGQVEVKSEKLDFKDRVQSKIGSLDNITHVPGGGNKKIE
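Tau K18 P301L fragment (15 uM unlabeled plus 0.24 uM Alexa 594-labeled) in 100 mM sodium acetate pH 7 with compound, fibrillization induced by 20 uM heparin for 6 hr at 37 C. Thioflavin T (30 uM) added, fluorescence read after 1 hr (ex 450, em 510 nm).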
ALDH1A1 inh: qHTS Assay for Inhibitors of Aldehyde Dehydrogenase 1 (ALDH1A1). Purified ALDH1A1, NADH fluorescence, propionaldehyde substrate. Aldehyde dehydrogenase 1A1 (Homo sapiens), P00352. AID 1030, 2008. Potency, µM (series often up to 75.3 µM), for the others: at the top dose activity, negative = inhibition, most hits filed as inhibitors. 220,000 tested, 7.3% active; active means well fitted inhibition curve with a large enough effect, not every such curve was filed as active; inconclusive means small, poorly fitted or top-dose-only effect, or another doubt; inactive means no such curve, though single readings can be large or run the other way;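 further: plate controls were no enzyme wells and a reference inhibitor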
Target sequence (P00352 whole entry, looked up): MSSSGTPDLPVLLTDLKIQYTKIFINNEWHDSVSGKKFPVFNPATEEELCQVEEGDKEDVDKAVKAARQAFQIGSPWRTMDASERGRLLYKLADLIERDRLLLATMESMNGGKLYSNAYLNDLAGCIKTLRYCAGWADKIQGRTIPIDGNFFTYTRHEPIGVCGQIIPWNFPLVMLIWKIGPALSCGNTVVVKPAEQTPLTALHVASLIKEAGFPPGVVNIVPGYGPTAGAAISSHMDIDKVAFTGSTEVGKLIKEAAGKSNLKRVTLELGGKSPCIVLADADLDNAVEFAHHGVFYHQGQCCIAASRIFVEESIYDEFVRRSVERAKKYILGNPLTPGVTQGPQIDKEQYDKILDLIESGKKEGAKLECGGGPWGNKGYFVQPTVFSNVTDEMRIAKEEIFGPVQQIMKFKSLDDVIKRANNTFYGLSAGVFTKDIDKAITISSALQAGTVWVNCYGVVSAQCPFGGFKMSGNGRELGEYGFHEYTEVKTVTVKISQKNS
HTT cytoprotect: qHTS Multiplex Assay to Identify Dual Action Probes in a Cell Model of Huntington: Cytoprotection (ATP); 230,000 tested, 0.14% active; PC12 HTT-Q103 induced, cytoprotection, ATP luminescence, 40 h; AID 1471, 2008; Potency, µM (top dose mostly 56.4 µM), without a hit: cytoprotection (ATP increase), most hits filed as activators;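 further: % of control where 0% means no effect; nearly all actives have a fitted effect of over 45% in size; toxic huntingtin expression switched on by the ecdysone agonist tebufenozide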
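Cells were plated at 1500 per well in phenol red-free DMEM with 5% equine and 5% calf serum. Tebufenozide (100 nM final) and compounds were added, then ATPlite reagent, and luminescence was read.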
KDM4E inh: qHTS Assay for Inhibitors of Human Jumonji Domain Containing 2E (JMJD2E); Potency, µM (doses to about 57.1 µM), for inactives: at the highest dose activity change, negative = inhibition, most hits filed as inhibitors; Lysine-specific demethylase 4E (Homo sapiens), B2RXH2; JMJD2E catalytic domain, FDH-coupled NADH fluorescence (FDH is formaldehyde dehydrogenase); 230,000 tested, 1.6% active; active means well fitted inhibition curve with a large enough effect, not every such curve was filed as active; inconclusive means small, poorly fitted or top-dose-only effect, or another doubt; inactive means no such curve, though single readings can be large or run the other way;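 further: 0% = wells with enzyme and -100% = buffer wells without enzyme; nearly all actives have a fitted effect of over 50% in size; many of its hits are not listed in these tables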
Target sequence (B2RXH2 1-337 limits assumed): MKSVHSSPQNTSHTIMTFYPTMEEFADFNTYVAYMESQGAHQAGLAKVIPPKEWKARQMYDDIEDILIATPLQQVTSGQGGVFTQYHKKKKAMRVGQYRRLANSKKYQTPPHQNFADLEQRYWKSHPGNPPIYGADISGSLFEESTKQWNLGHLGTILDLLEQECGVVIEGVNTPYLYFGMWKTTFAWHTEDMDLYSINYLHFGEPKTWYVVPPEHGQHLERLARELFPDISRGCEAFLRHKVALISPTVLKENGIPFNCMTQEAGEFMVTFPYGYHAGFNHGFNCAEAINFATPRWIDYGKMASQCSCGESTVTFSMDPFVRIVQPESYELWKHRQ
Tau FP inhib: qHTS for Inhibitors of Tau Fibril Formation, Fluorescence Polarization | Microtubule-associated protein tau (Homo sapiens), P10636 | K18 P301L tau heparin fibrillization, Alexa594 FP, 6 h | Potency, µM (series often up to 57.7 µM), for inactives: at the top dose activity, negative = inhibition, hits mostly inhibitors | 280,000 tested, 0.39% active; further: on the % scale 0 is the no-effect control and ±100 the full control effect; nearly all actives have a fitted effect of over 55% in size
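Human tau K18 […] P301L fragment, 15 uM unlabeled plus 0.24 uM Alexa 594-labeled tau (final), with compound and 20 uM heparin in 100 mM sodium acetate pH 7; 6 hr at 37 C, then Alexa 594 FP read.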
HttQ103 aggreg: qHTS Multiplex Assay to Identify Dual Action Probes in a Cell Model of Huntington: Aggregate Formation (GFP) | PC12 HttQ103-GFP aggregates, Acumen cytometry, 40 h | Potency, µM (titrated, usually from 46.1 µM), inactives show at the highest dose activity change, negative = inhibition, hits mostly inhibitors | 220,000 tested, 1.1% active; further: on the % scale 0 is the no-effect control and ±100 the full control effect; nearly all actives have a fitted effect of over 60% in size
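Aggregates are detected as GFP objects 1–25 µm with signal 6 STDEV over background in lysates of induced PC12 cells. These carry Huntingtin exon 1 with 103 glutamines fused to GFP under an ecdysone promoter; compounds titrated.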
Tau fluor counter: Counterscreen qHTS for Inhibitors of Tau Fibril Formation, Fluorescence Polarization; tau K18 P301L (four-repeat tau fragment) Alexa594 fluorescence, heparin fibrillization; Potency, µM (series often up to 57.7 µM), inactives show top-dose activity change, negative = decrease; 280,000 tested, 0.93% active; further: on the % scale 0 is the no-effect control and ±100 the full control effect; nearly all actives have a fitted effect of over 55% in size
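Human K18 P301L tau (15 uM unlabeled plus 0.24 uM Alexa 594-labeled, final) in 100 mM sodium acetate pH 7 was mixed with compound and 20 uM heparin and incubated 6 hr at 37 C.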
* hit, by the source's call; ? = inconclusive; . = not tested or not shown; [ ] = another dose, or the depositor's remark. Unless noted, the call rests on the fitted dose curve; in most records, active means well fitted curve in the direction sought with a large enough effect; inconclusive means small, poorly fitted or top-dose-only effect, or another doubt; inactive means no such curve, though single readings can be large; an effect the other way counts as inactive or inconclusive. Potency means the concentration at half of the fitted maximal effect. Not all compounds are listed; rates above refer to the full screens.

SMILES | SMN2 splice enh | Tau ThT inhib | ALDH1A1 inh | HTT cytoprotect | KDM4E inh | Tau FP inhib | HttQ103 aggreg | Tau fluor counter
CCN(CC)S(=O)(=O)c1ccc(NC(=O)COc2c(OC)cccc2OC)cc1 | -13% | -15% | 2% | 3% | -4% | 5% | ? | -17%
c1cncc(-c2nnc(-c3cccs3)o2)c1 | 1% | -3% | ? | -20%[10 µM] | ? | 1% | -7% | 5%
CCCCNC(=O)C(=O)NCCCn1ccnc1 | -2% | 5% | 8% | . | 0% | 12% | 7% | 2%
O=C(OCc1nc2ccccc2[nH]1)C1CCCCC1 | -3% | 12% | 4% | -4%[10 µM] | -15% | -2% | 0% | 8%
NS(=O)(=O)c1ccc(NC(=S)NC(=O)c2ccc(Br)o2)cc1 | . | -4% | ? | 17%[10 µM] | -17% | ? | 45%[9.22 µM] | -5%
O=C(CCCCCCN1C(=O)c2ccccc2C1=O)NC1CCCCC1 | -9% | -5% | -3% | 4%[1.9 µM] | -6% | -5% | -4% | -1%
CC1CN(C)C(C)c2c1oc1ccc([N+](=O)[O-])cc21 (stereo not given) | -7% | -3% | 4% | 42%[10 µM] | -17% | 5% | -3%[9.22 µM] | 8%
CC(C)C(C)NC(=O)COc1ncnc2sccc12 (stereo not given) | 13% | 0% | 0% | -11%[10 µM] | -12% | 6% | 8% | 0%
COc1ccc(OC)c(CNC(=O)CCc2nc(-c3cccs3)no2)c1 | -14% | 3% | -6% | -2% | -6% | 2% | 16% | -3%
O=C(N/N=C\c1cc([N+](=O)[O-])ccc1N1CCCC1)c1ccccn1 | 2% | ? | ? | -28% | -6% | 3% | 0% | -21%
Cc1cc(C)cc(SCc2noc(C(=O)NCCCN3CCOCC3)c2C(=O)NCCCN2CCOCC2)c1 | . | 6% | . | ? | -11% | -3% | -31%[9.22 µM] | 2%
O=C(COC(=O)CCc1c[nH]c2ccccc12)NCc1ccc2c(c1)OCO2 | ? | -13% | -6% | -5% | -5% | 2% | -6% | -27%
O=C(CCc1nc2ccccc2[nH]1)Nc1ccccc1F | . | -5% | 1% | 2%[10 µM] | 16% | -5% | 11%[9.22 µM] | -8%
Cc1cnc(C(=O)OCC(=O)NCc2ccccc2)cn1 | -3% | -21% | 17% | 14%[10 µM] | 4% | -5% | -5% | -11%
COc1ccc(CNC(=O)C(=O)NCc2cccnc2)cc1 | 3% | -5% | 0% | . | -2% | 3% | . | 3%
CCOC(=O)C1=C(C)N(C)C(=S)NC1c1ccccc1 (stereo not given) | -1% | 5% | ? | 16%[10 µM] | -4% | 10% | 2% | 3%
N#C/C(=C/c1cn[nH]c1-c1ccc(Br)cc1)C(=O)O | -17% | -8% | ? | -11% | -7% | 1% | -13% | -5%
CCCOc1ccc(/C=N/NC(=O)CSc2ccccn2)cc1OC | . | ? | ? | 10%[10 µM] | -26% | -1% | -11%[9.22 µM] | -20%
Cc1cc(C)nc(N(C#N)Cc2ccc(Br)cc2)n1 | 24% | -10% | 3% | 15% | 0% | -3% | -12% | -5%
CCCN1CCN(C(=O)c2cc(COc3ccc4ncccc4c3)on2)CC1 | . | ? | 5% | 4%[10 µM] | -4% | 0% | 11%[9.22 µM] | -7%
O=C(O)CC(SCC(=O)NC1CCCc2ccccc21)C(=O)O (stereo not given) | . | 0% | . | 2%[10 µM] | -11% | 10% | -24%[9.22 µM] | 11%
COc1ccc(C2C(C#N)=C(C)NC(C)=C2C(=O)OC(C)C)c(OC)c1 (stereo not given) | 21% | 2% | -8% | -46%[inhibitor] | ? | 12% | -12% | -21%
CCc1nnc(NC(=O)C2CCN(C(=O)NC3CCCCC3)CC2)s1 | -14% | -4% | 0% | 2% | 0% | -10% | -3% | -4%
Cc1ccc2nc(SCC(=O)Nc3nnc(SCC(N)=O)s3)[nH]c2c1 | -1% | -7% | 6% | -16% | 4% | -6% | 14% | -3%
COc1ccccc1C1C=C(c2ccc(Cl)cc2)Nc2nc(-c3ccc(Cl)cc3)nn21 (stereo not given) | -29% | ? | . | . | . | -14% | . | -20%
CCCn1nc(NS(=O)(=O)c2ccccc2)c2cc3cc(C)ccc3nc21 | 11% | ? | ? | . | 24% | 5% | -9% | -21%
CCOC(=O)c1c(C)[nH]c(C(=O)CSc2nc3ccccc3o2)c1C | 0.32µM* | -13% | 9% | -6% | 3% | 3% | -3% | -6%
CCn1c(=O)cc(OCC(=O)N(C)c2cc(Cl)ccc2C)c2ccccc21 | 12% | -3% | . | . | . | -2% | . | -2%
O=C(Nc1ccccc1C(=O)N1CCOCC1)c1noc2c1CCCC2 | 9% | -3% | ? | 10% | -6% | 3% | -7% | 4%
Cc1ccc(Cl)cc1NC(=O)CSCc1cnn(-c2ccccc2)c1-n1cccc1 | -29% | -16% | . | . | . | -8% | . | ?
O=C(COc1ccc(C2SCCS2)cc1)NNC(=O)C(Cl)Cl | . | ? | . | -16%[10 µM] | -2% | -2% | -16%[9.22 µM] | -5%
CCOC(CNC(=O)c1ccc2c(c1)nc(C)n2-c1cccc(F)c1)OCC | 19% | 3% | -2% | 31%[10 µM] | -6% | -6% | -9% | -1%
CN(C)CCCN1CC(C(=O)O)CC1=O (stereo not given) | -1% | 1% | 4% | 9% | 11% | -10% | -8% | -6%
N/C(=N\OC(=O)CCC1CCCC1)c1ccc([N+](=O)[O-])cc1 | . | ? | ? | . | 5% | 5% | -28% | -26%
COc1ccc(N(CC(O)CN2CCCCC2)S(=O)(=O)c2ccc(C)cc2)cc1 (stereo not given) | 13% | -1% | -6% | -9% | -4% | 13% | -7% | 11%
CC(=O)NC1(NC(C)=O)CCN(C)C(c2ccccc2)C1C (stereo not given) | 6% | 1% | 7% | 8%[10 µM] | 16% | 0% | -17% | 9%
CN(CCCNC(=O)c1ccc(N2CCCC2=O)cc1)c1ccccc1 | -17% | ? | ? | 2%[10 µM] | 7% | 10% | 6% | -19%
O=C(NCc1ccco1)c1ccc(F)c(S(=O)(=O)N2CCCCC2)c1 | -2% | -2% | -8% | -5% | -16% | ? | -3% | -1%
CCOC(=O)c1ccc(Oc2c(C)oc3cc(OS(C)(=O)=O)ccc3c2=O)cc1 | . | -2% | 11% | 3%[10 µM] | 5% | 3% | 0% | -4%
O=C1CC(Sc2ncn[nH]2)C(=O)N1c1ccccc1 (stereo not given) | ? | ? | 1.1µM* | 6% | 2.2µM* | -1% | 6% | -13%
O=C(O)c1ccc(N[C@@H]2OC[C@@H](O)[C@@H](O)[C@@H]2O)cc1 | 11% | -10% | 3% | -20% | -3% | -9% | -1% | -5%
CCOCCCNC(=O)N[C@@H](Cc1ccccc1)C(=O)OC | -9% | 5% | 0% | -5% | 0% | 2% | 16% | 7%
CCc1nnc(NC(=O)c2c(O)c3c([nH]c2=O)CCCC3)s1 | 14µM* | ? | -2% | 17%[10 µM] | 8% | 10% | -13% | -4%
Fc1ccccc1-c1n[nH]c(=S)n1CC1CCCO1 (stereo not given) | 2% | -1% | 3% | 12%[10 µM] | -8% | 4% | -11%[9.22 µM] | 1%
COc1cc(/C=N/NC(=O)c2cccnc2)ccc1OCC(=O)Nc1c(C)cc(C)cc1C | -1% | -9% | -2% | . | -12% | -5% | 4% | -2%

Sorted by length of the SMILES (falling): part of the list above.
SMILES | SMN2 splice enh | Tau ThT inhib | ALDH1A1 inh | HTT cytoprotect | KDM4E inh | Tau FP inhib | HttQ103 aggreg | Tau fluor counter
O=C(O)c1ccc(N[C@@H]2OC[C@@H](O)[C@@H](O)[C@@H]2O)cc1 | 11% | -10% | 3% | -20% | -3% | -9% | -1% | -5%
CCOC(CNC(=O)c1ccc2c(c1)nc(C)n2-c1cccc(F)c1)OCC | 19% | 3% | -2% | 31%[10 µM] | -6% | -6% | -9% | -1%
O=C(NCc1ccco1)c1ccc(F)c(S(=O)(=O)N2CCCCC2)c1 | -2% | -2% | -8% | -5% | -16% | ? | -3% | -1%
CCOCCCNC(=O)N[C@@H](Cc1ccccc1)C(=O)OC | -9% | 5% | 0% | -5% | 0% | 2% | 16% | 7%

The listing continues.
SMILES | SMN2 splice enh | Tau ThT inhib | ALDH1A1 inh | HTT cytoprotect | KDM4E inh | Tau FP inhib | HttQ103 aggreg | Tau fluor counter
COc1ccc(C2=NN3C(C2)c2ccccc2OC32C(=O)N(C)c3ccccc32)cc1 (stereo not given) | 4% | ? | ? | 7%[10 µM] | ? | -10% | 22% | ?
Nc1ncnc(Sc2ncccn2)c1[N+](=O)[O-] | -4% | ? | -12% | 21%[10 µM] | ? | -4% | 5µM* | ?
O=C(NCCCl)Nc1ccc(Cl)c([N+](=O)[O-])c1 | -14% | -7% | 2% | 16% | -7% | 3% | -7% | -23%
Cc1nn(C2CCCCC2)c(N)c1-c1ccccc1 | -12% | -12% | -3% | -10% | -3% | 2% | 3% | -4%
Cc1ccccc1Nc1c(-c2ccc(N3CCOCC3)cc2)nc2ccccn12 | 11µM* | ? | . | . | . | 7% | . | ?
COc1ccccc1/C=N/OC(=O)c1ccc(C)cc1 | . | -22% | -6% | 2% | 2% | 0% | -15% | -13%
COc1cc(/C=N/NC(=O)CCn2nnc3ccccc32)ccc1O | 9% | -2% | 12% | 13%[10 µM] | -7% | 10% | -1% | 3%
Cc1cc(C)c(C(=O)/C=C/c2cccc3ccccc23)c(=O)[nH]1 | -80%[inhibitor] | ? | 9% | -4%[10 µM] | -1% | 5% | 18%[9.22 µM] | -3%
CC1CC(NC(=O)c2cnc3n(c2=O)CCS3)CC(C)(C)C1 (stereo not given) | . | 1% | . | -19%[10 µM] | ? | -5% | -27%[9.22 µM] | -5%
CCc1nnc(NC(=O)CSc2nc(-c3ccccc3)nc3ccccc23)s1 | -6% | 5% | 1% | 18%[10 µM] | 2% | 1% | 13% | 2%
